Fluorescein fluor: compound fluoresces in the fluorescein spectral region; Compound autofluorescence, 480/540 nm, fluorescein-equivalent; active compounds read high; max fluorescein-equivalent concentration, M; 59,000 tested, 0.91% active; in the data active means max fluorescein-equivalent concentration above about 10 nM; inconclusive means between about 1.1 nM and that limit
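Compounds were pin-transferred into 100 mM Tris buffer, pH 8.0, and incubated 15 min at room temperature. Fluorescence was read at 480 nm excitation/540 nm emission. Signals were normalized to an on-plate six-point fluorescein standard curve as dye-equivalent concentration.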
15-hLO inh: blocks human 15-lipoxygenase activity. purified 15hLO-1, xylenol orange hydroperoxide absorbance. 74,000 tested, 1.4% active. Potency, µM (doses to about 57.1 µM), for the others: at the highest dose activity change, negative = inhibition, hits mostly inhibitors. AID 887; further: potency means the concentration at half of the fitted maximal effect; on the % scale 0 is the no-effect control and ±100 the full control effect; nearly all actives have a fitted effect of over 55% in size
Target sequence (P16050 whole entry, looked up): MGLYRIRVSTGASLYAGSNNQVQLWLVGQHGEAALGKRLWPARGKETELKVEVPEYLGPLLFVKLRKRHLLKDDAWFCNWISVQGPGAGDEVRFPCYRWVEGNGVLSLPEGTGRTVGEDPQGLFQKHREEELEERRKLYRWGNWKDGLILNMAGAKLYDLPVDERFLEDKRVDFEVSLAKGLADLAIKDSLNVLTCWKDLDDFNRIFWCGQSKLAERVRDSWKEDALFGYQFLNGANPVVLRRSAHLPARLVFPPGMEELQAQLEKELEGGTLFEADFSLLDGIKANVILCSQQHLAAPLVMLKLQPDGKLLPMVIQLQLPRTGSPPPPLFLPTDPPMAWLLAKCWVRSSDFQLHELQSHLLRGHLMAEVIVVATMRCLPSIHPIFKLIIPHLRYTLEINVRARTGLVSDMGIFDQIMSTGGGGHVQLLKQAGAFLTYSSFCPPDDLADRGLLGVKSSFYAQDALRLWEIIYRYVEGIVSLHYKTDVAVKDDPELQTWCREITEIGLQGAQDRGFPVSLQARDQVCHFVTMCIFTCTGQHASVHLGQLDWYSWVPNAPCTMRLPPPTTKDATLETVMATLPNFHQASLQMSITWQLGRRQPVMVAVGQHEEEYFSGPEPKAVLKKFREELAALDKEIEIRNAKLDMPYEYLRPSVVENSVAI
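Quantitative HTS in 25 mM Hepes pH 7.5 containing 0.01% Triton X-100: human 15hLO-1 at 40 nM, arachidonic acid at 50 uM, 6 min turnover. Product quantified via ferrous oxidation/xylenol orange, 573:405 nm absorbance ratio.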
Rhodamine fluor: compound autofluorescence in rhodamine spectral region | Rhodamine-region fluorescence, 547/598 nm, Tris buffer; active compounds read high | max dye-equivalent concentration, M | 59,000 tested, 0.05% active | AID 594; in the data active means max dye-equivalent concentration above about 11 nM; inconclusive means between about 1.1 nM and that limit
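Steps: pin-transfer compounds into pH 8.0 Tris (100 mM), hold 15 min at room temperature, image with a 547/598 nm filter pair, and convert intensities to rhodamine-equivalent concentration using a six-point on-plate rhodamine series.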
HBB splicing: alters splicing of the hemoglobin beta chain; AID 925; HBB splicing reporter cell assay, activation; EGFP reporter with mutant IVS2-654 intron; response scale: normalised to 500 nM splice-correcting PNA; Potency, µM (titrated, usually from 46.1 µM), for inactives: at the top dose activation, hits mostly activators; 65,000 tested, 0.06% active; further: potency means the concentration at half of the fitted maximal effect; 0% is about no effect
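Compounds were applied for 2 days to HeLa EGFP-654 cells, 500/well in Optimem with 2% FCS. The reporter's EGFP is disrupted by mis-splicing of beta-globin intron IVS2-654. Readout: summed well GFP fluorescence from 488 nm laser scanning; reference was 500 nM antisense […] 654 PNA.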
HADH2 inhib: inhibitors of human HADH2 dehydrogenase; Potency, µM (series often up to 57.1 µM), without a hit: top-dose activity change, negative = inhibition, actives largely listed as inhibitors; Q99714; recombinant HADH2, NADH fluorescence, beta-hydroxybutyryl-CoA; 73,000 tested, 3.4% active; further: potency means the concentration at half of the fitted maximal effect; on the % scale 0 is the no-effect control and ±100 the full control effect; nearly all actives have a fitted effect of over 60% in size; many of its hits are not listed in these tables
Target sequence (Q99714 whole entry, looked up, one chain of several): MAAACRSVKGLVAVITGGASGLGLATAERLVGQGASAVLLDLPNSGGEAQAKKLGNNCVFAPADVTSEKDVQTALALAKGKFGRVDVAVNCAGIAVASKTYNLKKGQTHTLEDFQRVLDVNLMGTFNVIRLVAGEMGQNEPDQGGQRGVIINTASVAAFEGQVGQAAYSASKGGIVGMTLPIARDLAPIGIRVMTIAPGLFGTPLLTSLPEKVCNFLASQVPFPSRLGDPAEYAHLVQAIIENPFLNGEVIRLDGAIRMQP
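Activity measured as NADH fluorescence gain (360/450 nm), taken as the change between first and last reads of a 4-min kinetic run. Conditions: pH 9.0 Tris buffer, 20 nM E. coli-expressed His-tagged enzyme, 1 mM NAD+, 90 uM beta-hydroxybutyryl-CoA; 15-min compound preincubation.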
Ub-GFP proteasome: proteasome inhibitors stabilizing ubiquitin-GFP reporter | Ubiquitin-GFP reporter cells, proteasome inhibition, GFP fluorescence; response scale: untreated = 0%, 10 µM MG-132 = 100% | 67,000 tested, under 10 active | Potency, µM (series often up to 45.9 µM), for inactives: at the highest dose activation (GFP accumulation), hits mostly activators; active means well fitted activation curve with a large enough effect, not every such curve was filed as active; inconclusive means small, poorly fitted or top-dose-only effect, or another doubt; inactive means no such curve, though single readings can be large or run the other way; further: potency means the concentration at half of the fitted maximal effect
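U2OS Ub(G76V)-GFP reporter; O/N plating, 0.5% FBS; cpd 46 uM–2.9 nM, 4 h, 37 °C; GFP+ cell count, 488/515 nm; norm. to basal vs 10 uM MG-132; CRC fit.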
TexasRed autofl: compounds fluorescent in Texas Red spectral region. Compound fluorescence, Texas Red channel, 547/618 nm; active compounds read high. max dye-equivalent concentration, M. 59,000 tested, 0.06% active. AID 587; in the data active means max dye-equivalent concentration above about 10 nM; inconclusive means between about 1.1 nM and that limit
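Compound fluorescence was read after 15 min at room temperature in 100 mM Tris, pH 8.0, using 547 nm excitation and 618 nm emission across a concentration series. It was expressed as Texas Red dye-equivalent concentration from an on-plate standard curve.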
4-MU autofl: 4-MU region autofluorescence. compound autofluorescence, 340/450 nm, 4-MU equivalents; active compounds read high. 59,000 tested, 11% active. max dye-equivalent concentration, M; in the data active means max dye-equivalent concentration above about 10 nM; inconclusive means mostly about 1.1 nM to 9.6 nM
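Intrinsic fluorescence at 340/450 nm (ex/em) was read after 15 min at room temperature in pH 8.0, 100 mM Tris. Each compound concentration expressed as 4-MU-equivalent concentration from a six-point 4-MU standard series on each plate.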
Hsp90 Hop PPI: changes Hsp90-Hop TPR2A binding signal, up or down | 71,000 tested, 0.44% active | AlphaScreen TPR2A-His6 binding biotin-Hsp90 C-terminal peptide | Potency, µM (highest dose often 57 µM), without a hit: at the highest dose activity change, negative = inhibition; active means well fitted curve in either direction with a large enough effect; inconclusive means small, poorly fitted or top-dose-only effect, or another doubt; further: potency means the concentration at half of the fitted maximal effect; on the % scale 0 is the no-effect control and ±100 the full control effect; many of its hits are not listed in these tables
Pol III holo inh: inhibitors of bacterial DNA polymerase III holoenzyme. reconstituted DNA polymerase III holoenzyme replication, biochemical. 71,000 tested, 0.25% active. Potency, µM (series often up to 57.1 µM), inactives show at the top dose activity change, negative = inhibition; further: potency means the concentration at half of the fitted maximal effect; on the % scale 0 is the no-effect control and ±100 the full control effect
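Reconstituted *E. coli* holoenzyme (0.35 nM Pol III, 1 nM beta, 154 nM SSB, 2 nM primase) was preincubated with compound for 15 min at RT. Synthesis on 1.4 nM ssM13Gori ran 35 min, then was stopped with PicoGreen/EDTA and read as dsDNA fluorescence.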
GFP derepression: epigenetic modulators derepressing GFP locus in mouse cells; 68,000 tested, 0.09% active; mouse C127i GFP locus derepression, cytometry, 30 h; Potency, µM (titrated, usually from 46.1 µM), for inactives: at the top dose GFP derepression (activation); further: % of control where 0% means no effect
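Murine C127i mammary cells carrying a silenced, stably integrated CMV-driven GFP reporter were treated with compound for 30 hours at 37 C. After PBS washes, GFP-positive cells were counted by laser-scanning microplate cytometry.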
An asterisk follows results filed as active; i = inactive; ? = inconclusive; . = no result given; & = joins results of further samples; [ ] = remark or other dose. Unless noted, the call rests on the fitted dose curve; in most records, active means well fitted curve in the direction sought with a large enough effect; inconclusive means small, poorly fitted or top-dose-only effect, or another doubt; inactive means no such curve, though single readings can be large; an effect the other way counts as inactive or inconclusive.

Below each compound – Ub-GFP proteasome	Hsp90 Hop PPI	HBB splicing	GFP derepression	Fluorescein fluor	HADH2 inhib	15-hLO inh	4-MU autofl	TexasRed autofl	Rhodamine fluor	Pol III holo inh
1. COc1cccc(NC(=O)N2CCN(c3cccc(C)c3)C(C)C2)c1 (stereo unspecified)
→ -3.4%	-5.0%	-1.6%	0.0%	i	1.4%	-4.9%	i	i	i	-3.3%
2. O=S1(=O)N=C(Nc2ccc(S(=O)(=O)N3CCCCC3)cc2)c2ccccc21
→ 4.0%	0.3%	-0.2%	1.7%	i	?	4.0%	1.52e-08M*	i	i	5.1%
3. CCOC(=O)C1=C(C)Nc2ncnn2C1c1cc(Br)ccc1F (stereo unspecified)
→ -1.2%	-5.0%	2.0%	1.1%	i	0.0%	9.6%	i	i	i	-5.3%
4. Cc1ccc(S(=O)(=O)N(CC(=O)N2CCOCC2)CC(=O)N2CCOCC2)cc1
→ -5.8%	-4.9%	0.6%	-2.7%	?	0.9%	7.8%	i	?	i	3.2%
5. O=C(C1CCN(S(=O)(=O)c2cccc3nsnc23)CC1)N1CC=C(c2ccccc2)CC1
→ -0.4%	-13.8%	-0.3%	-2.4%	i	-6.6%	?	i	i	i	-2.5%
6. COc1ccccc1-n1c(=O)oc2ccc(Cl)cc2c1=O
→ 6.0%	-4.1%	-2.6%	0.0%	i	27.2%	1.2%	?	i	i	-3.3%
7. COc1ccccc1NC(=O)CC1C(=O)NCCN1C(=O)Nc1ccc(Cl)c(Cl)c1 (stereo unspecified)
→ -2.8%	-1.5%	0.4%	-2.0%	?	7.1%	-26.1%	i	?	i	-1.0%
8. COc1c2occc2c(OC)c2c(=O)cc(C)oc12
→ 3.4%[20.5 µM]	-3.0%[26 µM]	1.3%[20.6 µM]	-4.3%&3.8%[20.6 µM]	i	5.6%[25.6 µM]	-3.3%	i	?	i	-3.4%[25.6 µM]
9. CCCOc1ccc(C(=O)N2CCN(c3ccc(NC(=O)CC)cc3Cl)CC2)cc1
→ -8.2%	-6.1%	-1.0%	-2.7%	i	5.6%	2.0%	i	i	i	-0.8%
10. N=C1C(c2ccc(Br)cc2)=C(O)C2CCc3ccccc3N12 (stereo unspecified)
→ 7.2%	-1.7%	-4.0%	-2.5%	?	-6.6%	1.2%	i	?	i	50.3%
11. Cn1cnc2cc(NC(=O)c3ccc(Cl)cc3)ccc21
→ 3.3%	-7.0%	0.8%	0.0%	.	-4.2%	7.6%	.	.	.	-9.5%
12. O=C(CSc1nnc(NC(=O)c2ccco2)s1)NC1CCCC1
→ -1.3%	1.0%	.	-1.9%	i	-9.6%	4.6%	i	i	i	-1.0%
13. CCCC(c1nnnn1C1CCCC1)N1CCN(c2ccccc2F)CC1 (stereo unspecified)
→ 0.1%	0.4%	-0.3%[57.5 µM]	-1.3%	i	-2.7%	0.7%	?	i	i	-2.4%
14. COc1ccc(S(=O)(=O)Nc2c(C(=O)O)[nH]c3ccccc23)c(OC)c1
→ 3.3%	-7.4%	3.3%	1.6%	i	-5.7%	-2.1%	i	i	i	-1.2%
15. Cc1cc(NC(=O)CN2C(=O)CC(c3ccco3)Sc3ccccc32)no1 (stereo unspecified)
→ -3.5%	-3.7%	-0.6%	.	.	2.8%	-6.6%	.	.	.	-4.4%
16. CCOc1ccc(-n2c(=O)[nH]cc(C(=O)N3CCc4ccccc43)c2=O)cc1
→ 1.7%	0.4%	0.0%	-2.8%	i	2.1%	6.0%	?	i	i	-1.4%
17. O=C(O)C1C2C=CC3(CN(C4CCCC4)C(=O)C13)O2 (stereo unspecified)
→ -6.5%	-2.9%	-0.2%	3.9%	.	2.8%	3.8%	.	.	.	-1.2%
18. N[C@H](COP(=O)(O)O)C(=O)O
→ 2.5%	0.6%	0.0%	0.0%	?	-7.4%	.	?	i	i	-6.8%
19. S=c1[nH]nc(COc2ccccc2)n1C1CCCCC1
→ 5.7%	-2.7%	-0.7%[9.22 µM]	3.4%	.	-21.3%	?	.	.	.	-10.5%
20. Cn1c(=O)cc(SCC(=O)NCCCN2CCN(c3ccc(F)cc3)CC2)c2ccccc21
→ 5.6%	-6.7%	-1.0%	-2.0%	i	-12.2%	-6.3%	i	i	i	-4.6%
21. COc1ccccc1N(C(=O)c1snc(C(N)=O)c1N)C(C(=O)NC1CCCC1)c1ccco1 (stereo unspecified)
→ 0.4%	-1.0%	1.9%	-2.5%	?	-22.2%	-18.9%	3.06e-07M*	i	i	3.4%
22. COc1ccc(-n2c(=S)[nH]c3cc(C(=O)NCc4ccco4)ccc3c2=O)cc1OC
→ 1.0%	-1.5%	-0.6%	5.4%	i	14.2%	11.2%	i	i	i	-2.7%
23. O=C(CCNC(=O)Cn1ccc2ccccc2c1=O)NCCN1CCN(c2cccc(Cl)c2)CC1
→ -6.5%	-2.4%	1.9%	0.0%	i	4.7%	-0.6%	2.27e-08M*	i	i	-3.8%
24. COc1ccc(CCNC2=NCCS2)cc1
→ 0.8%	-2.7%	-1.3%	0.0%	?	-16.7%	-3.6%	i	i	i	-4.5%
25. COCCN1Cc2cccc(C(=O)Nc3ccc4c(c3)OCCO4)c2C1=O
→ 3.0%	-10.8%	0.0%	-4.1%	.	2.4%	-4.8%	.	.	.	-3.7%
26. C=CCN1C(=O)CN=C1Nc1ccc(OC)cc1OC
→ 2.1%	-3.3%	-0.4%[57.5 µM]	0.0%	i	-0.9%	12.4%	i	i	i	-3.0%
27. CC(C)(CN)CN
→ -7.2%[9.17 µM]	-4.4%[11 µM]	5.0%[9.22 µM]	-1.2%[9.22 µM]	?	1.6%[11.4 µM]	5.0%[11.4 µM]	i	i	i	-9.3%[11.4 µM]
28. COc1cc(C(=O)n2nc(C)cc2C)cc(OC)c1OC
→ 10.3%[9.17 µM]	-0.3%[11 µM]	0.9%[0.0738 µM]	-3.6%	.	5.0%[11.4 µM]	-0.6%[11.4 µM]	.	.	.	-5.0%[11.4 µM]
29. C=C(C)COc1ccc(-c2nc(N)ncc2Oc2ccccc2OC)c(O)c1
→ 7.4%	-7.6%	-3.1%	-2.6%	i	10.3%	-11.2%	i	?	i	-4.2%
30. CC(C)CCNc1ncnc2c1nnn2Cc1ccccc1Cl
→ 1.3%	4.5%	.	0.0%	i	-5.2%	-3.2%	i	i	i	-2.9%
31. Cn1c(NC(=O)C(C)(C)Oc2ccc(Cl)cc2)cc(=O)n(C)c1=O
→ 9.5%	-0.7%	-1.1%	.	.	-0.9%	-3.9%	.	.	.	-4.8%
32. COc1ccc(-n2c(=O)c(-c3ccccc3)nc3cnc(N4CCOCC4)nc32)cc1
→ 8.9%	5.6%	0.3%	-2.7%[9.22 µM]	i	-13.0%	-11.1%	?	i	i	-9.5%
33. CCN1CCN(Cc2nc3c(c(=O)n(C)c(=O)n3C)n2Cc2cccc3ccccc23)CC1
→ 0.0%	-8.7%	2.8%[0.369 µM]	2.6%	?	-9.3%	-10.7%	?	?	i	-3.8%
34. O=C(CN1C(=O)c2ccccc2S1(=O)=O)N1CCN(Cc2ccc3c(c2)OCO3)CC1
→ -19.5%	2.3%	-3.0%	0.0%	?	3.5%	6.1%	i	i	i	-3.4%
35. Cn1c(SCC(=O)NC(C)(C)C)nnc1-c1ccc(C(C)(C)C)cc1
→ 3.2%	-3.8%	-1.0%	0.0%	?	6.2%	-0.1%	i	i	i	-9.4%
36. Cc1ccc(-c2noc(CCC(=O)N3CCN(c4cccc(C(F)(F)F)c4)CC3)n2)cc1
→ -14.3%	14.1%	1.1%	2.9%	i	-3.6%	-17.0%	i	i	i	2.1%
37. CS(=O)(=O)N1CCC2(CC1)CN(Cc1ccccc1)C2
→ -6.7%	-3.4%	4.6%	-2.3%[9.22 µM]	?	4.0%	3.0%	i	i	i	-4.1%
38. Cn1c(C(O)c2ccc3c(c2)OCO3)nc2ccccc21 (stereo unspecified)
→ -0.4%	-3.7%	0.3%	0.0%	i	-0.6%	1.4%	i	i	i	-5.3%
39. CCn1nc(C(=O)OCC(=O)N2CCc3ccccc32)c2ccccc2c1=O
→ 0.4%	-1.7%	-0.5%	0.0%	i	4.8%	-4.4%	i	i	i	-10.9%
40. CCOC(=O)N1CCC(NC(=O)CSc2cc(=O)n(C)c3ccccc23)CC1
→ 11.3%	1.6%	-1.4%	-2.0%	i	-6.5%	5.0%	i	i	i	-1.6%

Bioassay records as filed in PubChem BioAssay.

Some of the compounds tested; the hit share may differ from the screen's.
